Screens (PubChem BioAssay)
Jurkat NFkB inh – lowers PMA/ionomycin-induced NF-kB signal in Jurkat cells | PMA/ionomycin-induced NF-kB luciferase reporter, luminescence | inhibition, % at 4 µM | actives 0.53% (n = 330,000); in the data active = inhibition above about 50%
CCR6 antagonist – antagonists of human CCR6 receptor. P51684. CHO-K1 CCR6 PathHunter beta-arrestin, luminescence, CCL20-stimulated. inhibition, % at 20 µM. actives 0.49% (n = 340,000);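 active = compounds whose inhibition of the agonist-driven luminescence signal at 20 µM reaches about 50%, limit read from the data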;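 note: cells stimulated with CCL20 at 14 nM final; plate controls were DMSO with CCL20 for no effect and DMSO without agonist for full effect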
UPR XBP1 act – adaptive UPR (XBP1) activation. CHO-XBP1 luciferase reporter, IRE1-XBP1 UPR activation, luminescence; percent of tunicamycin response, DMSO as zero. activation, % at 20 µM. actives 0.33% (n = 330,000). AID 463104;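 active = versus positive control, 20 µM dose yields 30% or more activation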;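 note: 100% = tunicamycin at 10 µg/mL and 0% = DMSO only wells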
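incubation = overnight seeding at 37 °C, 6 h compound treatment at 37 °C | assay system = CHO-XBP1 cells stably carrying IRE1-XBP1-driven luciferase reporter | input = 1000 cells per well | detection = luciferase luminescence | dosing = single point, 20 µM final compound, 1% DMSO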
Mdm2 MdmX PPI – human Mdm2/MdmX binding inhibition. O15151+Q00987. SaOS-2 split-luciferase Mdm2/MdmX complementation, luminescence. inhibition, % at 8 µM. actives 3% (n = 330,000);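 active = inhibition of at least 50% at 8 µM in the primary screen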
697 NFkB inh – lowers PMA/ionomycin-induced NF-kB signal in 697 B cells; inhibition, % at 4 µM; AID 435022; 697 B-cell NF-kB luciferase reporter, 16 h; actives 0.33% (n = 330,000); in the data active = inhibition above about 35%
Gli-Sufu antag – blocks Gli-Sufu signaling in a luciferase reporter. Sufu-KO-LIGHT fibroblasts, Gli luciferase reporter luminescence. inhibition, % at 5 µM. actives 0.74% (n = 340,000). AID 588413;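 active = inhibition above about 55%, limit read from the data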;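 note: 0% = DMSO-treated cells and 100% = wells with medium but no cells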
EBI2 antag – EBI2 (human) antagonism; EBI2 beta-arrestin recruitment, luminescence, 7a,25-OHC stimulated; inhibition, % at 5 µM; actives 0.81% (n = 360,000); P32249; in the data active = inhibition above about 38%;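 note: enzyme fragment complementation signal reports receptor beta-arrestin coupling in cells; 0% = agonist plus DMSO wells and 100% = wells without agonist; some results beyond the cut were filed as inactive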
Target sequence (P32249 whole entry, looked up, the tested form may be a part): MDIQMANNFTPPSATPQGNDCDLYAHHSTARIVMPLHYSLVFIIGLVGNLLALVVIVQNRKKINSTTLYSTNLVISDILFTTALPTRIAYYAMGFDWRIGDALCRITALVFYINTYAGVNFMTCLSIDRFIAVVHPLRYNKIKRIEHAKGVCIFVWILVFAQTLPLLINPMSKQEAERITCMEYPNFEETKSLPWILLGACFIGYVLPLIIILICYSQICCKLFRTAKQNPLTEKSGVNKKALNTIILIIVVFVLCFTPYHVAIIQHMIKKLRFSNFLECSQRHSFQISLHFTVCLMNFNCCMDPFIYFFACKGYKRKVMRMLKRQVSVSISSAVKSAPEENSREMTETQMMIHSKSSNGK
CHOP UPR activ – activators of apoptotic arm of unfolded protein response (CHOP); CHO-CHOP luciferase reporter, UPR activation, luminescence; percent of tunicamycin response over DMSO baseline; activation, % at 10 µM; actives 0.34% (n = 330,000);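 active = at 10 µM dose, activation of 40% or more, normalized to positive control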;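 note: 100% = tunicamycin at 10 µg/mL and 0% = DMSO alone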
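measured by = luciferase luminescence | assay system = CHO-CHOP cells, stable luciferase reporter of PERK-eIF2a-CHOP signalling | amount = 500 reporter cells seeded per well | timing = 6 h compound exposure at 37 °C after overnight seeding | controls = positive tunicamycin 10 µg/mL, negative DMSO alone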
CXCR6 inh – blocks human CXCR6 beta-arrestin recruitment; CHO-K1 PathHunter CXCR6 beta-arrestin, luminescence; AID 602244; inhibition, % at 20 µM; actives 0.36% (n = 360,000); O00574; in the data active = inhibition above about 34%, passing the limit was not always enough;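 note: antagonist mode with CXCL16 agonist at 10 nM final; 0% = 10 nM CXCL16 with DMSO and 100% = unstimulated wells without agonist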
Target sequence (O00574 whole entry, looked up): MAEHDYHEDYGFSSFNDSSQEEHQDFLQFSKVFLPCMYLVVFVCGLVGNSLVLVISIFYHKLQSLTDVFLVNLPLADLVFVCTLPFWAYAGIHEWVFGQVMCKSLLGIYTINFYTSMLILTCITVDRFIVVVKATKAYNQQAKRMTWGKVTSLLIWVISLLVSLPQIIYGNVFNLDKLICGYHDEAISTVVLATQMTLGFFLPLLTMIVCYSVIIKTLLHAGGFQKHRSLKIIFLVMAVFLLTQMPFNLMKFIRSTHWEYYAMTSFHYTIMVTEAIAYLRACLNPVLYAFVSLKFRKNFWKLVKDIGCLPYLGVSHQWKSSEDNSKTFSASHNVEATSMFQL
* hit, by the source's call; . = no result given.

SMILES	Jurkat NFkB inh	CCR6 antagonist	UPR XBP1 act	Mdm2 MdmX PPI	697 NFkB inh	Gli-Sufu antag	EBI2 antag	CHOP UPR activ	CXCR6 inh
O=C(Cc1c(F)cccc1Cl)Nc1ccon1	21	12	0	-13	14	0	-3	-0.4	-1
CC1(C)Cc2c(sc3nc(SCC(=O)O)nc(N)c23)CO1	2	2	-1	-7	-5	-4	5	-0.7	-4
COc1cccc(NC(=O)[C@@H]2CCC(=O)N2C2OC(=O)c3ccccc32)c1 (some centres not stated)	7	4	1	17	8	-4	-10	-1.4	-2
COCC(=O)Nc1cc(C(=O)OC)cc(C(=O)OC)c1	2	-5	-2	-8	6	1	-9	-0.5	-8
CCOC1Cc2ccccc2N(C(N)=O)c2ccccc21 (configuration not stated)	23	-5	-3	0	22	3	2	0.3	1
COc1cccc(NC(=O)CN(C)C(=O)Cc2ccc(Cl)cc2Cl)c1	5	19	0	7	10	-1	1	0.4	1
CCc1nn(C(C)C(=O)NCCc2ccc(OC)c(OC)c2)c(=O)c2cc3occc3n12 (configuration not stated)	-2	13	1	6	22	-11	-1	-1.5	-3
CCN(Cc1ccncc1)Cc1nc(Cc2ccccc2Cl)no1	13	4	-2	1	-24	8	5	-1.2	-5
CC(=O)Oc1cccc(C(=O)Nc2ccccc2C(=O)N2CCCC2)c1	13	11	3	19	12	-5	-5	1.7	2
Cc1ccc(C2C(C#N)=C(N)N(c3cccnc3)C3=C2C(=O)CCC3)c(C)c1 (configuration not stated)	9	6	-3	13	-3	-11	-15	0.2	-9
CCS(=O)(=O)c1ccc2c(c1)N(S(=O)(=O)c1ccc(OC)cc1)CC(C(=O)O)O2 (configuration not stated)	-2	-9	1	35	15	2	-10	0.5	-6
C/C(=N\N=C1/SC(CC(=O)O)C(=O)N1c1ccccc1)c1ccc(C)cc1 (configuration not stated)	-33	4	2	-9	-75	1	4	0.6	-5
COc1ccc(OCCSc2ncnc3nc[nH]c23)cc1	-21	11	-2	5	-74	-61	-9	2.6	-6
O=C(NCCc1nc2ccc(Cl)cc2[nH]1)C1CCC(=O)N(Cc2cccc(F)c2)C1 (configuration not stated)	4	4	-2	6	10	14	9	1.1	1
COC(=O)c1c(NC(=O)CN2CCC3(O)CCCCC3C2c2ccc(F)cc2)sc(C)c1C (configuration not stated)	14	16	-1	53*	-15	-4	15	2.4	8
Cc1ccc(C2C3=C(CC(C)(C)CC3=O)Nc3n[nH]c(C)c32)cc1 (configuration not stated)	11	-9	6	19	13	-12	-10	-1.3	-1
O=C(c1ccc(S(=O)(=O)Nc2ccccc2F)cc1)N1CCCCCC1	-6	4	-4	-4	-4	0	0	0.4	9
Cc1cc(-c2ccccc2)nc2cc(C(=O)OC(C)C)nn12	-14	18	-1	1	-9	2	-8	4.1	-11
O=S(=O)(c1ccccc1)c1nc(-c2ccc(Cl)cc2)oc1NCCCN1CCOCC1	18	13	0	13	19	18	4	3.9	2
Cn1cc(CN2CCN(c3ccccc3)CC2)c2ccccc21	2	-4	-2	7	25	7	4	-1.3	7
Cc1cc(=O)oc2c(C)c(OCC(=O)NCCCN3CCCC3=O)ccc12	5	0	-3	4	5	8	-10	-3.1	-6
COc1ccc(CC(=O)Nc2ccc(-c3csc(C)n3)cc2)cc1	2	12	-2	10	-3	-26	12	0.3	-5
CCN(CC)S(=O)(=O)c1ccc(C(=O)NCCSc2c[nH]c3ccccc23)cc1	-18	25	0	19	-3	-7	-6	-2.4	12
O=c1oc2ccccc2c(=O)c2ccccc12	.	6	.	.	.	-4	-13	.	-2
CCOC(=O)N1CCC(N2CCCC(C(=O)c3ccc4cc(OC)ccc4c3)C2)CC1 (configuration not stated)	5	5	-2	5	0	37	-3	-2.4	-9
COc1ccc(-c2ccnc(SCC(=O)N3CCOCC3)n2)cc1	-5	2	5	10	5	-1	-1	2.7	0
COc1ccc(NC(=O)c2cc(S(=O)(=O)N3CCOCC3)cs2)cc1	-2	20	0	6	-4	6	27	1.3	-2
CC1CCCN(C(=O)CNS(=O)(=O)c2cccs2)C1 (configuration not stated)	4	0	-3	6	4	19	-8	2.9	-5
COc1ccc(NC(=O)/C(Cl)=C(/Cl)S(=O)Cc2ccc(C)cc2)cn1 (configuration not stated)	92*	.	-9	92*	-133	.	68*	-12	95*
COCC(C)NC(=O)c1cccc(Cl)c1 (configuration not stated)	-10	-11	-1	-19	10	0	-9	-1.9	-2
CC(C)c1ccc(N(CC(=O)NCC2CCCO2)C(=O)Cn2nnc(-c3cccs3)n2)cc1 (configuration not stated)	13	10	0	8	13	4	-12	-1.4	2
O=C(CSc1nc2ncc(Cl)cc2[nH]1)N1CCC(Cc2ccccc2)CC1	2	-12	0	12	4	2	0	1.6	-6
O=S(=O)(c1ccccc1)N1CCN(Cc2c(O)ccc3ccccc23)CC1	3	6	-2	22	10	11	0	-0.2	-17
COc1ccc2[nH]c(=O)c(CN(CCc3ccccc3)Cc3nnnn3CC3CCCO3)cc2c1 (configuration not stated)	-14	15	1	0	-11	34	4	-1.1	6
COC(=O)c1cc(=O)n(CCc2ccccc2F)c(=Nc2ccc(F)c(Cl)c2)s1	14	17	7	73*	4	6	69*	30	0
COc1cc(/C=N/NC(=O)c2cc(-c3ccco3)nc3ccccc23)cc(OC)c1O	0	5	-1	16	2	4	-8	0.1	-4
Cc1ccc(NC(=O)C(c2ccccc2)N(C)C)cc1Cl (configuration not stated)	3	22	2	-4	16	-12	5	0.1	0
COC(=O)c1ccc(-c2ccc(CNCC(O)c3ccccc3)o2)cc1 (configuration not stated)	10	-4	-3	22	1	-6	-10	-0.8	-2
COc1cccc(NC(=S)N(CCc2c(C)[nH]c3ccccc23)Cc2ccco2)c1	3	6	-2	4	-2	3	32	1.1	10
CCN(CC)C(=O)CN1CCN(c2ccccc2F)CC1	17	-11	-1	27	14	-2	0	-1.3	6
CCc1nnc(NC(=O)C2COc3ccccc3O2)s1 (configuration not stated)	-24	-6	-2	-2	2	-37	-3	4.3	1
Cc1c(NC(=O)CCCN2C(=O)c3cccc4cccc(c34)C2=O)c(=O)n(-c2ccccc2)n1C	4	9	-4	9	16	-16	0	0.0	-2
C=CCn1c(N)c(C(=O)Nc2ccccc2)c2nc3ccccc3nc21	-9	-10	0	47	18	2	20	2.3	2
CCCCN(C(=O)C1=COCCO1)c1c(N)n(CCC)c(=O)[nH]c1=O	-1	-3	-1	12	6	-8	-7	0.6	-1
CCOc1ccc2[nH]c(=O)c(CN(Cc3ccccc3)C(=O)N3CCCC3)cc2c1	0	12	-3	19	8	5	-4	7.1	9
Oc1ccccc1C=Nc1cccc2ccccc12	10	-19	-6	25	0	2	-9	-0.8	-4
C=CCc1c(OC)ccc2c1c(S(=O)(=O)c1ccc(C)cc1)cn2COC	-1	9	-2	26	-10	-2	6	0.6	6
Cn1c(-c2ccc(F)cc2)cnc1NCc1cccc([N+](=O)[O-])c1	17	25	-7	22	-8	26	9	0.8	17

Shown with each value named: entries from further up.
mol: COc1cc(/C=N/NC(=O)c2cc(-c3ccco3)nc3ccccc23)cc(OC)c1O
  Jurkat NFkB inh: 0	CCR6 antagonist: 5	UPR XBP1 act: -1	Mdm2 MdmX PPI: 16	697 NFkB inh: 2	Gli-Sufu antag: 4	EBI2 antag: -8	CHOP UPR activ: 0.1	CXCR6 inh: -4

mol: Cc1ccc(NC(=O)C(c2ccccc2)N(C)C)cc1Cl (configuration not stated)
  Jurkat NFkB inh: 3	CCR6 antagonist: 22	UPR XBP1 act: 2	Mdm2 MdmX PPI: -4	697 NFkB inh: 16	Gli-Sufu antag: -12	EBI2 antag: 5	CHOP UPR activ: 0.1	CXCR6 inh: 0

A different layout for some results above:
Screens in order – Jurkat NFkB inh, CCR6 antagonist, UPR XBP1 act, Mdm2 MdmX PPI, 697 NFkB inh, Gli-Sufu antag, EBI2 antag, CHOP UPR activ, CXCR6 inh
> COc1ccc2[nH]c(=O)c(CN(CCc3ccccc3)Cc3nnnn3CC3CCCO3)cc2c1 (configuration not stated)
 : -14, 15, 1, 0, -11, 34, 4, -1.1, 6
> COC(=O)c1cc(=O)n(CCc2ccccc2F)c(=Nc2ccc(F)c(Cl)c2)s1
 : 14, 17, 7, 73*, 4, 6, 69*, 30, 0
> COc1cc(/C=N/NC(=O)c2cc(-c3ccco3)nc3ccccc23)cc(OC)c1O
 : 0, 5, -1, 16, 2, 4, -8, 0.1, -4
> Cc1ccc(NC(=O)C(c2ccccc2)N(C)C)cc1Cl (configuration not stated)
 : 3, 22, 2, -4, 16, -12, 5, 0.1, 0
> COC(=O)c1ccc(-c2ccc(CNCC(O)c3ccccc3)o2)cc1 (configuration not stated)
 : 10, -4, -3, 22, 1, -6, -10, -0.8, -2
> COc1cccc(NC(=S)N(CCc2c(C)[nH]c3ccccc23)Cc2ccco2)c1
 : 3, 6, -2, 4, -2, 3, 32, 1.1, 10
> CCN(CC)C(=O)CN1CCN(c2ccccc2F)CC1
 : 17, -11, -1, 27, 14, -2, 0, -1.3, 6
> CCc1nnc(NC(=O)C2COc3ccccc3O2)s1 (configuration not stated)
 : -24, -6, -2, -2, 2, -37, -3, 4.3, 1
> Cc1c(NC(=O)CCCN2C(=O)c3cccc4cccc(c34)C2=O)c(=O)n(-c2ccccc2)n1C
 : 4, 9, -4, 9, 16, -16, 0, 0.0, -2
> C=CCn1c(N)c(C(=O)Nc2ccccc2)c2nc3ccccc3nc21
 : -9, -10, 0, 47, 18, 2, 20, 2.3, 2
> CCCCN(C(=O)C1=COCCO1)c1c(N)n(CCC)c(=O)[nH]c1=O
 : -1, -3, -1, 12, 6, -8, -7, 0.6, -1
> CCOc1ccc2[nH]c(=O)c(CN(Cc3ccccc3)C(=O)N3CCCC3)cc2c1
 : 0, 12, -3, 19, 8, 5, -4, 7.1, 9
> Oc1ccccc1C=Nc1cccc2ccccc12
 : 10, -19, -6, 25, 0, 2, -9, -0.8, -4
> C=CCc1c(OC)ccc2c1c(S(=O)(=O)c1ccc(C)cc1)cn2COC
 : -1, 9, -2, 26, -10, -2, 6, 0.6, 6
> Cn1c(-c2ccc(F)cc2)cnc1NCc1cccc([N+](=O)[O-])c1
 : 17, 25, -7, 22, -8, 26, 9, 0.8, 17

Going on with the list:
SMILES	Jurkat NFkB inh	CCR6 antagonist	UPR XBP1 act	Mdm2 MdmX PPI	697 NFkB inh	Gli-Sufu antag	EBI2 antag	CHOP UPR activ	CXCR6 inh
Cc1cc(C)c2nc(N3C(=O)C(O)=C(C(=O)c4ccco4)C3c3ccco3)sc2c1 (configuration not stated)	-38	-13	6	-15	-64	1	2	5.6	3
Cc1nnc(N2CCCC(C(=O)NCc3ccc(OC(C)C)cc3)C2)c2nn(-c3ccccc3)c(C)c12 (configuration not stated)	4	2	-5	52*	-35	33	7	2.2	9
Cc1cc(NS(=O)(=O)c2ccc(NC(=O)/C=C/c3ccccc3)cc2)no1	-3	14	-1	-6	13	-13	1	-2.2	-8
Cc1ccc(CN2C(=O)c3ccccc3NC2c2cc(Br)ccc2O)cc1 (configuration not stated)	-10	-6	-4	11	1	-15	14	-0.9	-5
